# GlmU inhibition – inhibition of mycobacterial GlmU enzyme – biochemical, glucosamine-1-phosphate acetyltransferase (AID 1376) | M. tuberculosis GlmU acetyltransferase enzyme assay; higher % means a stronger effect | one-dose inhibition, %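 (tested at 30 µM in the primary screen)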; IC50 in µM for titrated hits | 220,000 tested, 0.25% active; in the data active = inhibition above about 13%;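 note: 0% = complete reaction with vehicle and 100% = reaction without substrate; strong numbers were not always called active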
# Mtb RmlCD inh – M. tuberculosis RmlC/RmlD inhibition | 160,000 tested, 0.03% active | inhibition, % at 3.6 µM | RmlC+RmlD coupled enzyme assay, percent inhibition; primary screen in compound mixtures | AID 1533; in the data active = inhibition mostly above about 34%, no sharp cut-off; note: some results filed as inactive read as strong as hits
# Target sequence (P9WH09 whole entry, looked up): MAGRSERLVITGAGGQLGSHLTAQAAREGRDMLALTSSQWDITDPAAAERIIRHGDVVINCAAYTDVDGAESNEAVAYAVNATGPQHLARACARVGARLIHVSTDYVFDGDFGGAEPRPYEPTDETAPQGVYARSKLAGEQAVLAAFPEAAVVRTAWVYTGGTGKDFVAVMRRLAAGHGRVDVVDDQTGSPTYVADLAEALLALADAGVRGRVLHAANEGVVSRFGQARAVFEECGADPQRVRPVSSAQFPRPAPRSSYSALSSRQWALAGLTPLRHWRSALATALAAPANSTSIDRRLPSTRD
# Target sequence (P9WH11 whole entry, looked up): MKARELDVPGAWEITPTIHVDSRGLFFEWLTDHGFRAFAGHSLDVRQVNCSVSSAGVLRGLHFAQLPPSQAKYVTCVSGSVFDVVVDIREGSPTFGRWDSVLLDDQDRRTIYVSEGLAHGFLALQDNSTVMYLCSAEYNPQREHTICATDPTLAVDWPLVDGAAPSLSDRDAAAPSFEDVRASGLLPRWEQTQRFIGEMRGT
# * hit, by the source's call; nt = no result given.
SMILES	Mtb RmlCD inh	GlmU inhibition
CC[n+]1c(/C=C2\C=C(C)CC(C)C2)sc2ccccc21 (stereo not drawn)	16.0	-1.4%
Cc1occc1C(=O)NNC(=S)NCC(C)C	24.0	2.9%
O=C(CC1OC(=O)c2ccccc21)NC1CCCCC1 (stereo not drawn)	-5.9	0.9%
O=C(c1ccccc1)N1CCCOC1c1ccccc1 (stereo not drawn)	nt	-3.6%
Cc1ccc(NC(=O)CN2CCc3ccccc3C2)cc1F	-7.9	0.5%
CNC(=O)c1c(C)nn(-c2ccc(F)c(Cl)c2)c1-c1cc(C)on1	-9.7	4.0%
Cc1cccc(NC(=O)COC(=O)c2ccc3c(=O)n4c(nc3c2)CCC4)c1	3.7	1.6%
COc1ccccc1/C=C/C(=O)NCc1ccccn1	19.1	-2.2%
CCN(CC)CCCNC(=O)Cn1ncc2c(=O)oc3ccc(C)cc3c21	-6.3	-0.1%
CCOC(=O)c1ccc(NC(=S)N2CCCC(C)C2)cc1 (stereo not drawn)	nt	3.3%
COc1ccc(C(=O)NCC(=O)OCC(=O)c2ccc(Cl)cc2)cc1OC	nt	5.9%
CCOC(=O)CC(NC(=O)C1c2ccccc2Oc2ccccc21)c1ccccc1Cl (stereo not drawn)	-10.4	2.3%

# Next results:
SMILES	Mtb RmlCD inh	GlmU inhibition
C=CCNC(=O)CC1C(=O)NCCN1Cc1ccc(-c2ccccc2)cc1 (stereo not drawn)	5.0	0.5%
O=C(NCc1cn2ccsc2n1)Nc1cccc(Cl)c1	17.1	-0.6%
COc1ccc(C(NC(=O)c2cccc(F)c2)c2ccccc2)cc1 (stereo not drawn)	7.8	-4.7%
CCCN(CCC)c1c([N+](=O)[O-])c(=O)oc2ccccc12	1.3	-7.1%
O=C(O)C1CCCCC1C(=O)Nc1cnn(Cc2ccccc2)c1 (stereo not drawn)	nt	2.0%
O=C(NCc1cccs1)C1CCN(c2nc3ccccc3o2)CC1	-2.0	nt
CC(OC(=O)Cc1coc2ccc3ccccc3c12)C(=O)Nc1ncc(Cl)cc1Cl (stereo not drawn)	-9.7	1.9%
CCn1c(Cc2cccs2)nnc1SCC(=O)NC(C)(C)C	nt	0.5%
O=C(COC(=O)C1(c2ccccc2)CC1)N1CCN(c2ccc(F)cc2)CC1	-5.5	0.7%
CCN(CC)CCNC(=O)c1ccc(NC(=O)c2ccc(Cl)c(S(=O)(=O)Nc3ccccc3OC)c2)cc1	nt	-7.0%
Cc1nc2ccccc2cc1C(=O)N/N=C/c1ccc([N+](=O)[O-])cc1	14.3	-0.5%
CCOc1ccccc1-c1ccc(C(=O)NCc2ccccc2)o1	nt	4.0%

# (continued)
SMILES	Mtb RmlCD inh	GlmU inhibition
O=C(Nc1ccccc1)N1C2CCC1CC(O)(c1cccnc1)C2 (stereo not drawn)	nt	0.4%
CCCCNC(=O)c1cc2c(C)cc(C)cc2[nH]1	27.6	-1.2%
Cc1ccc(NC(=O)C(C)N2C(=O)C3CC=C(Cl)CC3C2=O)cc1 (stereo not drawn)	nt	-2.6%
O=C(O)C1CC=CCC1C(=O)Nc1ccc(Oc2ccc(Cl)cc2)cc1 (stereo not drawn)	-4.4	1.4%
CCOCC(=O)Nc1cc(C(=O)Nc2cccc(C)c2C)ccc1Cl	nt	3.7%
COc1ccc(C(CCN2CCCCC2)c2c(O)cc(OC)cc2OC)cc1 (stereo not drawn)	-8.7	4.5%
Cc1c(NC(=O)C(C)Sc2ccccc2)c(=O)n(-c2ccccc2)n1C (stereo not drawn)	71.8	-0.6%
O=C(NCc1ccco1)c1ccccc1-c1ccc(C(F)(F)F)cc1	nt	2.7%
O=C(NCCCO)C(=O)NCCc1ccc(Cl)cc1	-19.6	-3.0%
COc1ccc(C2N(C(=O)c3ccccc3)CCN2C(=O)c2ccc(C)cc2)cc1 (stereo not drawn)	nt	-1.0%
COC(=O)c1cc(Br)c(=O)n(Cc2ccncc2)c1	-8.6	7.3%
CC(C)NC(=O)C(=O)NCCN1CCN(S(=O)(=O)c2ccc(Cl)cc2)CC1	-18.5	-0.7%

# As entered above.
# Reading for `CCCCNC(=O)c1cc2c(C)cc(C)cc2[nH]1` under GlmU inhibition: -1.2%
# Reading for `Cc1c(NC(=O)C(C)Sc2ccccc2)c(=O)n(-c2ccccc2)n1C` (stereo not drawn) under GlmU inhibition: -0.6%
# Reading for `CCOCC(=O)Nc1cc(C(=O)Nc2cccc(C)c2C)ccc1Cl` under GlmU inhibition: 3.7%

# (listing goes on)
SMILES	Mtb RmlCD inh	GlmU inhibition
Cc1cccc(CN2CCCC(C(=O)c3cccc(OC(C)C)c3)C2)n1 (stereo not drawn)	10.9	7.6%
Cc1cccc(C)c1-n1c(C)cc(/C=C2\NC(=O)NC2=O)c1C	nt	4.8%
COc1ccccc1Oc1c(C)oc2c(CN3CCOCC3)c(O)ccc2c1=O	10.6	-3.2%
CC(=O)OCCNc1cc(SCc2ccco2)c2nonc2c1[N+](=O)[O-]	nt	10.6%
FC(F)(F)c1nnc2c(Sc3ccccc3)nc3ccccc3n12	1.4	-7.6%
CSC(=S)N/N=C(\C)c1ccc(Br)cc1	-7.5	4.2%
CN(C(=O)CC(NC(=O)c1ccccc1)(c1ccccc1)c1ccccc1)c1ccccc1	-3.9	8.2%
O=C(c1ccccc1)N(CCN1CCOCC1)C1(C(=O)Nc2ccccc2)CCCCC1	-7.2	6.7%
O=C(NCc1ccccc1)c1cccc(NC(=O)c2ccco2)c1	nt	-0.2%
COc1ccc(NC(=O)c2ccc(OC(F)F)cc2)cc1Cl	9.5	-8.0%
Cc1ccc(S(=O)(=O)C2(C(=O)Nc3cccc(F)c3)CC2)cc1	nt	8.0%
Cc1sc(NC(=O)C(C)C)c(C(=O)Nc2ccccc2)c1C	nt	0.5%

# More structures.
SMILES	Mtb RmlCD inh	GlmU inhibition
CC(=O)c1cc2c(cc1NS(=O)(=O)c1ccccc1C)OCO2	nt	-0.4%
Cc1ccc(-c2nn(CC(=O)N3CCOCC3)c(=O)c3ccccc23)cc1S(=O)(=O)N(C)C	-3.2	1.1%
Cc1ccc(NC(=O)c2ccc3snnc3c2)cc1	-13.1	7.5%
COc1ccc(NC(=S)N/N=C2/CCCc3c(C)cc(C)cc32)cc1	4.7	0.1%
C/C(=N/NC(=O)CN1CCN(S(=O)(=O)c2ccc(Br)cc2)CC1)c1cccnc1	10.2	-2.4%
CCC(C)N1C(=O)S/C(=C/c2ccc3c(c2)n(C)c(=O)n3C)C1=O (stereo not drawn)	-4.6	-5.8%
CN(C)C(/C=C/Nc1ccc([N+](=O)[O-])cc1)=C(C#N)C#N	-5.9	-4.5%
C=CCOc1cccc(C2/C(=C(/O)c3ccc(F)cc3)C(=O)C(=O)N2CCN2CCOCC2)c1 (stereo not drawn)	9.9	-0.3%
c1ccc(Nc2ccccn2)nc1	nt	1.7%
CCCCc1ccc(-c2ccc(Br)cc2)nc1	-7.2	-2.6%
CC1CC(C)CN(c2nc3c(c(=O)n(C)c(=O)n3C)n2CCSc2nc3ccccc3o2)C1 (stereo not drawn)	nt	1.9%
COC(=O)c1ccc(NC(=O)CSc2ccccc2)cc1	-3.4	0.5%

# (listing goes on)
SMILES	Mtb RmlCD inh	GlmU inhibition
Cc1cc(OCC(F)(F)C(F)(F)C(F)(F)C(F)(F)C(F)(F)C(F)F)nc(N)n1	4.9	-3.1%
C#CCCOC(=O)N1C2=NC(C(=O)OC)=C(C(=O)OC)[C@@H]3N(C)c4ccccc4[C@]23C[C@H]1C(=O)OC	-6.5	-2.1%
O=C(COC(=O)c1cccc(Br)c1)Nc1cccc2c1C(=O)c1ccccc1C2=O	nt	1.0%
O=C(Nc1nccs1)c1ccc(COc2ccccc2Br)o1	nt	0.7%
COc1cc(NC(=O)COC(=O)/C=C/c2ccc(O)c(OC)c2)cc(OC)c1	10.4	-7.3%
O=C(CSCCN1C(=O)c2ccccc2C1=O)Nc1ccc2ccccc2c1	-4.3	1.2%
Cc1ccc(C(=O)NCC(=O)OCC(=O)NC(C)c2ccccc2)s1 (stereo not drawn)	-5.7	4.9%
C#CCNC(=O)C1=C[C@H](c2ccc(C(F)(F)F)cc2)C[C@H](OCc2ccc(CO)cc2)O1	nt	0.1%
Cc1ccc(C(=O)c2c[nH]c3c(F)cc(F)cc3c2=O)cc1	nt	1.6%
O=C1/C(=C/c2ccc(C(=O)O)cc2)CCC/C1=C\c1ccc(C(=O)O)cc1	11.1	2.3%
CCOC(=O)C1=C(C)NC(=O)C(C(N)=O)C12CCCCC2 (stereo not drawn)	nt	-2.9%
COCCn1c(C)cc(C2=NNC(=Nc3ccc(F)cc3)SC2)c1C	nt	-5.4%

# Additional structures follow:
SMILES	Mtb RmlCD inh	GlmU inhibition
Cc1cc(SCC(=O)N/N=C/c2ccc(O)c(O)c2O)c(C)cc1Br	-13.5	6.9%
CCOC(=O)c1sc2nc(SCC#N)n(CCCN3CCCC3=O)c(=O)c2c1C	11.6	1.3%
O=C(CSc1ccc([N+](=O)[O-])cn1)Nc1ccc(N2CCOCC2)c(Cl)c1	-6.2	-3.6%
C/C(=N/NC(=O)CNS(=O)(=O)c1ccc(C)cc1)c1cccc([N+](=O)[O-])c1	8.1	2.3%
CCNC(=O)COC(=O)/C=C/c1cccc(F)c1	13.1	2.2%
CCOC(=O)C1(Cc2cccc(OC)c2)CCN(Cc2cccnc2)CC1	-11.2	-0.3%
CCOC(=O)c1cc2ccc3ccccc3c2s1	nt	1.6%
COc1cc(OC)nc(NC(=O)C(C)C)n1	-6.2	-7.4%
CCN(CC)CCN1C(=O)C(O)=C(C(=O)c2cccs2)C1c1ccccn1 (stereo not drawn)	-7.7	1.7%
Cc1cccc(OCCCSc2nc3ccc(C)cc3[nH]2)c1	17.9	-4.1%
COC(=O)c1ccccc1COn1c(=O)c(C)[n+]([O-])c2ccccc21	18.0	5.1%
CC(=NCc1cccnc1)c1c(O)n(-c2ccccc2C)c(=O)[nH]c1=O	-2.8	-5.8%

# 3 consecutive compounds already listed, quoted:
SMILES	Mtb RmlCD inh	GlmU inhibition
Cc1cccc(OCCCSc2nc3ccc(C)cc3[nH]2)c1	17.9	-4.1%
COC(=O)c1ccccc1COn1c(=O)c(C)[n+]([O-])c2ccccc21	18.0	5.1%
CC(=NCc1cccnc1)c1c(O)n(-c2ccccc2C)c(=O)[nH]c1=O	-2.8	-5.8%

# The listing continues:
SMILES	Mtb RmlCD inh	GlmU inhibition
O=C(CSc1nc2ccsc2c(=O)n1NC(=O)c1ccccc1)NCc1ccco1	-0.2	2.6%
C=CCSc1ncnc2sc(C)c(C)c12	-6.4	-3.9%
CC(C)(C)N(NC(=O)c1ccccc1)C(=O)c1cccc(C(=O)N(NC(=O)c2ccccc2)C(C)(C)C)c1	-6.2	1.2%
O=C(Oc1ccc(-c2cnc3ccccc3n2)cc1)c1cccc([N+](=O)[O-])c1	-5.1	0.9%
N#Cc1ccccc1Oc1ccccc1C=O	1.3	-1.4%
Cc1ccc(S(=O)(=O)N2CCC(C(=O)N[C@@H](C)C(=O)NC3CCCCC3)CC2)cc1	8.3	4.8%
CN(C)S(=O)(=O)c1ccc(C(=O)Nc2nnc(SCc3ccccc3)s2)cc1	-11.3	2.2%
O=C(COC(=O)CNC(=O)c1cccc([N+](=O)[O-])c1)NCc1ccco1	-8.6	4.2%
COC(=O)[C@H](Cc1ccccc1)NC(=O)NCCc1ccc(F)cc1	10.0	2.3%
CCOC(=O)C1(CCOC)CCN(Cc2ccc3nonc3c2)CC1	1.1	-0.1%
Cc1c(Nc2nc3ccccc3nc2N2CCN(c3ccccc3)CC2)c(=O)n(-c2ccccc2)n1C	-5.7	5.0%
C=CCN=C1CC(C)(C)CC(=O)/C1=C(\O)CCCN1C(=O)c2ccccc2C1=O	12.2	-3.3%

# Further structures
SMILES	Mtb RmlCD inh	GlmU inhibition
COc1ccc(-c2csc(NC(=O)c3ccccc3NS(=O)(=O)c3ccc(F)c(F)c3)n2)cc1	-5.6	4.1%
C=CCOc1nc2c(c(=O)n(Cc3ccc(Cl)cc3)c(=O)n2C)n1C	15.5	0.3%
CCOc1ccc(C2SCC(=O)Nc3c2c(C)nn3C2CCOC(C)(C)C2)cc1 (stereo not drawn)	11.8	-3.9%
COc1ccc(-c2cn3cc(C)ccc3n2)cc1F	17.3	-6.3%
CC(=O)OCC(=O)[C@@]12OC3(CCCC3)O[C@@H]1C[C@H]1[C@@H]3CCC4=CC(=O)C=C[C@]4(C)[C@@]3(F)[C@@H](O)C[C@@]12C	nt	-5.7%
COc1ccc(CCNC(=O)C/C(C)=N/NC(=O)C(c2ccccc2)c2ccccc2)cc1OC	-10.6	-1.1%
COc1cccc(OCC(O)CN2C(C)CCCC2C)c1 (stereo not drawn)	8.7	-3.0%
CCOc1ccc(C(=O)C(CCC(CN(C)C)C(=O)c2ccc(OCC)cc2)CN(C)C)cc1 (stereo not drawn)	-6.8	1.8%
O=C(O)c1ccc(CN2CCOCC2)o1	7.2	2.1%
COc1cccc(CN2CCNC(=O)C2CC(=O)N(Cc2cnn(C)c2)C(C)C)c1 (stereo not drawn)	-4.5	6.1%
CCOCCCNC(=O)C1CCN(S(=O)(=O)c2c(C)noc2/C=C\c2ccc(OC)cc2)CC1	nt	3.5%
Cc1nnc(N2CCCCC2)c2ccccc12	nt	6.3%

# Exported with two lines to a compound: two of the compounds above
# Value order – Mtb RmlCD inh, GlmU inhibition
CCOc1ccc(C2SCC(=O)Nc3c2c(C)nn3C2CCOC(C)(C)C2)cc1 (stereo not drawn)
→ 11.8, -3.9%
COc1ccc(-c2cn3cc(C)ccc3n2)cc1F
→ 17.3, -6.3%

# Additional results follow.
SMILES	Mtb RmlCD inh	GlmU inhibition
CN1CCc2cc(Cl)c(O)cc2[C@@H](c2ccccc2)C1	-7.5	2.6%
CN1CCN(CC#CCC(O)(c2ccccc2)C2CCCC2)CC1 (stereo not drawn)	nt	1.0%
Cc1ccc(Sc2ccc([N+](=O)[O-])cc2[N+](=O)[O-])nc1	-5.7	-5.2%
O=C(N/N=C(\Cc1ncc[nH]1)c1ccccc1)c1cccnc1	nt	-4.1%
CC1CCCCN1C(=O)COC(=O)/C=C/c1ccc2ccccc2n1 (stereo not drawn)	10.0	-2.5%

# Some of the compounds tested; count on the stated rates, not on these rows.
